# STAT3 activator – IL-6 driven STAT3 reporter potentiators, primary screen, U3A cells, luciferase, luminescence, MLSCN library; activation (% of control), % at 5.6 µM; IL-6 STAT3-luciferase reporter; 100% = signal with IL-6 EC80 alone; actives 0.91% (n = 190,000);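 active = activation above the screen-wide mean of compound activation plus 3 SD, cut at about 130% in these data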;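 note: 0% = background luminescence of wells with medium and substrate only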
#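 System – human U3A cells carrying STAT3-luciferase construct · Probe or stimulus – Interleukin-6, 33 ng/mL · Schedule – compound 1 h, then IL-6 6 h at 37 °C · Signal – luminescence from STAT3-driven luciferase reporter · Evaluation – percent of IL-6-only median luminescence · Benchmarks – IL-6-only high control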
# APP 5'UTR act – activators of APP 5'UTR luciferase reporter, primary screen, SH-SY5Y cells; SH-SY5Y APP 5'UTR luciferase reporter, luminescence; zero percent = DMSO vehicle wells; activation, % at 2 µM; actives 1% (n = 190,000);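 active = activation above a set limit, based on mean plus 3 SD of controls, cut at about 140% in these data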; note: values of inactives mirror those of a sister screen read the other way
# APP 5UTR inh – inhibitors of APP translation via 5'UTR reporter, primary screen, APP 5'UTR luciferase, SH-SY5Y cells. SH-SY5Y APP 5'UTR-luciferase reporter, luminescence. inhibition, % at 2 µM. AID 1285, 2008. actives 0.82% (n = 190,000);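 active = inhibition above a set limit, derived from the sample mean plus 3 SD, cut at about 45% in these data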; note: values of inactives mirror those of a sister screen read the other way
# NF-kB neuron act – activators of NF-kB expression in neurons, primary screen, cell-based, HTS; human neuronal cells, NF-kB reporter expression; active compounds read high; fold change at 12.5 µM; actives 1.6% (n = 190,000); AID 1239, 2008; in the data active = fold change above about 3.3
# FLuc act counter – FLuc activators, initial screening, artefact control for FLuc-dependent activation tests, biochemical, ATPlite luminescence. activation factor at 10 µM. 200,000 tested, under 10 active. AID 1027, 2008. ATPlite luciferase biochemical, 10 min; 0 = ATP-free wells, 1 = DMSO control;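 active = luciferase activation factor, scaled between plate controls, of at least 2 with compound at 10 µM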
# Target sequence (P08659 whole entry, looked up): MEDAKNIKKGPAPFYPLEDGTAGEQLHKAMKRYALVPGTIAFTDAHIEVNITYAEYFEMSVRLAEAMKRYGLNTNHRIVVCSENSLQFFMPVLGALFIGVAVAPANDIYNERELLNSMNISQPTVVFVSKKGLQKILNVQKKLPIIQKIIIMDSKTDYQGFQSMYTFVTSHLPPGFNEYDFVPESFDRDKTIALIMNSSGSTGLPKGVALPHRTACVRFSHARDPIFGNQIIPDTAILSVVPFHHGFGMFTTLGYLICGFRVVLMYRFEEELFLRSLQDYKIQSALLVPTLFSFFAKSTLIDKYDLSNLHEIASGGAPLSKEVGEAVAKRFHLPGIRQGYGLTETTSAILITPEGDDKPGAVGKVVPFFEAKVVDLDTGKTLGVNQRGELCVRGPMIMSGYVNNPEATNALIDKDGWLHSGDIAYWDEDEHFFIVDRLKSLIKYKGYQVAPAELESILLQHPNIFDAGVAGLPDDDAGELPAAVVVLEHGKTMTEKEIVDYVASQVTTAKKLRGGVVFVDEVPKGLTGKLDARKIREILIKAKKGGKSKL
#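 Material: luciferase plus luciferin reagent, cell-free. Medium: PBS buffer for ATP. Also added: ATP substrate, dispensed from a 10.24 µM working solution in PBS. Doses: test compounds dosed from 2 mM stocks in 100% DMSO. Incubation: 10 min post-reagent at room temperature. Technique: light output (luminescence). Read-out basis: luminescence gain marking luciferase activators.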
# STAT3 blocker – IL-6 driven STAT3 reporter inhibitors, primary screen, U3A cells, luciferase, luminescence, MLSCN library; AID 862, 2007; inhibition, % at 5.5 µM; IL-6 STAT3-luciferase reporter; host cell line lacks STAT1; actives 0.89% (n = 190,000);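 active = inhibition above the mean inhibition across all screened compounds plus 3 SD, cut at about 44% in these data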;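 note: 0% = DMSO only wells and 100% = 100 µM nifuroxazide control wells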
# STAT1 blocker – STAT1 signaling inhibitors, primary screen, cell-based, HTS, luciferase reporter; inhibition, % at 5.5 µM; NIH 3T3 STAT1-luciferase reporter, IFN-gamma, luminescence; actives 0.35% (n = 200,000);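 active = inhibition above a set limit, the mean inhibition across all tested compounds plus 3 SD, cut at about 34% in these data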;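 note: 0% = IFN-gamma with DMSO and 100% = IFN-gamma with 300 µM nifuroxazide; values of inactives mirror those of a sister screen read the other way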
# STAT1 activator – STAT1 signaling activators, primary screen, cell-based, HTS, luciferase reporter; NIH 3T3 STAT1-luciferase reporter, IFN-gamma, luminescence; 100% = IFN-gamma alone, no compound; activation (% of control), % at 5.5 µM; actives 2.6% (n = 200,000);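 active = activation above the screen-wide mean activation plus 3 SD, cut at about 130% in these data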;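 note: raw ratio to IFN-gamma control signal so 100% means no change and 0% no light; values of inactives mirror those of a sister screen read the other way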
# FLuc inh counter – firefly luciferase enzyme inhibitors, primary screen, artefact control for luciferase-based inhibitor screens, biochemical, luminescence, ATPLite; Luciferin 4-monooxygenase (Photinus pyralis), P08659; 10 min; inhibition, % at 10 µM; actives 1.5% (n = 200,000); AID 1006, 2008;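 active = inhibition above about 50% when tested at 10 µM, limit read from the data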
# ROMK mod – ROMK potassium channel modulators, primary screen, cell-based, thallium flux, MLSMR library; Tet-inducible ROMK, thallium flux fluorescence; actives lie on both sides; AID 1918, 2009; actives 2% (n = 130,000); B-score at 10 µM; ATP-sensitive inward rectifier potassium channel 1 (Homo sapiens), P48048;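 active = signal ratio slope over the read window, or its plate-corrected B-score, at least 3 SD from the plate mean, either direction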;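 note: B-score of the F/F0 ratio slope over 7 to 12 s after thallium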
# Target sequence (P48048 whole entry, looked up): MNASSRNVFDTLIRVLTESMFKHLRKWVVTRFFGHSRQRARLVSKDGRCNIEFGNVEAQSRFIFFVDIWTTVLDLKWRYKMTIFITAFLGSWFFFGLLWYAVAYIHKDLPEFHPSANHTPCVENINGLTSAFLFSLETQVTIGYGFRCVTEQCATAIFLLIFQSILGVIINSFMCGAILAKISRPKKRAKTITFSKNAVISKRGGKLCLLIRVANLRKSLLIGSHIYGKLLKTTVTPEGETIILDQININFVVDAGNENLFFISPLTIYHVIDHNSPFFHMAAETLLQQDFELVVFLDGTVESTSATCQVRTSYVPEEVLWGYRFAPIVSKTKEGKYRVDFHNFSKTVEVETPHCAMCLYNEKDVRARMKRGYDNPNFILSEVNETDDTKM
# An asterisk follows results filed as active; · = no result given.
SMILES,STAT3 activator,APP 5'UTR act,APP 5UTR inh,NF-kB neuron act,FLuc act counter,STAT3 blocker,STAT1 blocker,STAT1 activator,FLuc inh counter,ROMK mod
Cc1ccc(-n2nc3c([n+]2[O-])CCc2c-3no[n+]2[O-])cc1,88.1,105.1,-65.4,1.55,1,20.0,26.2,74.6,-3.9,2.96
CSc1ccccc1NC(=O)CN(C)CC(=O)NCc1ccccc1,103.1,1.7,-1.7,1.02,1,3.2,-9.1,107.1,4.0,1.14
Cc1nnc(NC(=O)c2oc3cc(C)c(C)cc3c2C)s1,97.9,-3.8,3.8,1.18,1,7.4,-13.0,111.8,-0.5,·
Cc1ccc(S(=O)(=O)NCCNC(=O)c2nonc2N)cc1,84.5,24.8,-24.8,1.73,1,21.8,-4.4,103.9,-3.1,0.121
Cc1cc(C)nc(Nc2n[nH]c(C)n2)n1,97.7,-22.0,22.0,1.12,1.1,9.6,-7.4,104.9,-8.9,0.107
O=C(Nc1ccncc1)C1CCCN(S(=O)(=O)c2cccc3cccnc23)C1 (configuration not stated),100.9,-76.1,76.1*,0.9,1,4.2,6.0,94.7,-3.9,·
C=CCn1c(SCC(=O)N2CCc3ccccc3C2)nc2sc(C)c(C)c2c1=O,106.9,18.0,-18.0,0.83,1,-7.4,5.9,94.8,-3.5,·
COC(=O)c1[nH]c2cccc(OC)c2c1NC(=O)CN1CCC(C(N)=O)(N2CCCCC2)CC1,103.8,0.3,-0.3,0.88,1,-0.8,-0.3,100.2,-2.0,0.341
O=C(CSc1nnnn1-c1cccc2c1CCCC2)N1CCCCC1,81.4,-10.3,10.3,1.06,1,25.2,15.7,90.5,-2.9,-1.82
CC1=NN(C(=O)CSCc2ccccc2)C(O)(c2ccc(F)cc2)C1 (configuration not stated),97.8,0.0,0.0,1.66,1.1,7.5,3.4,94.3,-5.2,0.674
CCOc1cccc(-c2nnc3sc(COc4ccccc4)nn23)c1,110.1,-11.2,11.2,0.91,1.1,-5.2,6.0,94.9,-6.9,-0.556
CCOC(=O)/C=C/c1cnn(-c2ccccc2)c1,96.1,50.6,-50.6,2.16,0.9,3.3,-40.2,137.9*,14.5,-0.00348
CCn1c(=O)cc(SCC(=O)NCc2ccccn2)c2ccccc21,87.0,-0.1,0.1,1.18,1.1,17.4,10.7,90.2,-7.5,0.579
CCc1ccccc1NC(=O)C1NC(=O)CC1c1ccccc1 (configuration not stated),100.3,2.9,-2.9,1.47,1.1,8.5,0.8,99.3,-7.8,·
Cc1nnc(Sc2c(-c3ccccc3)c3ccc(Cl)cc3[nH]c2=O)s1,97.5,9.6,-9.6,0.85,1.1,7.3,2.7,97.6,-5.0,·
O=C(NCCF)[C@H]1C[C@@H]1[C@H](NP(=O)(c1ccccc1)c1ccccc1)c1ccccc1,99.8,-6.2,6.2,1.06,1,-2.7,4.3,96.1,-2.2,0.386
CCOCCn1c(SCc2c(F)cccc2Cl)nc2c1c(=O)[nH]c(=O)n2C,85.9,-7.0,7.0,1.14,1,19.7,7.4,93.2,-3.8,0.303
CCOC(=O)c1c(C)[nH]c(C)c1C(=O)COC(=O)/C=C/c1ccc(Cl)cc1,107.8,-11.9,11.9,1.14,1.2,-12.4,6.6,95.9,-16.5,0.247
C#CCOCCOCCOCCNc1nc(N2CCN(C(=O)[C@H](CCCCN)n3cc([C@@H](N)CO)nn3)CC2)nc(N2CCN(C(=O)[C@H](Cc3cc4ccccc4[nH]3)n3cc([C@@H](N)CC(C)C)nn3)CC2)n1,·,-8.6,8.6,1.01,1,·,-3.3,104.5,-0.8,·
O=C(C1CCN(S(=O)(=O)c2cccs2)CC1)N1CCN(c2ccccc2)CC1,110.4,-7.2,7.2,0.94,1,-8.7,-2.2,102.0,1.2,-0.142
Cc1cccc(C(=O)Nc2nnc(COc3ccccc3)s2)c1,91.3,1.7,-1.7,1.09,1.1,14.3,0.9,97.7,-8.3,-0.407
O=C(C1CC2C=CC1C2)N1CCN(c2ccccc2)CC1 (configuration not stated),91.9,12.6,-12.6,1.53,1,11.8,-1.1,99.5,-0.2,-0.0496
Cc1noc(C)c1C(=O)N1CCCc2ccccc21,96.1,-9.0,9.0,1.13,1.1,8.4,2.5,97.7,-10.3,·
O=C(CCC(=O)N1CCN(S(=O)(=O)c2ccc(Cl)cc2)CC1)NCc1ccccc1,97.3,21.5,-21.5,1.21,1.1,0.7,-5.5,104.9,-6.9,0.349
Cc1[nH]n2c(=O)cc(-c3ccc([N+](=O)[O-])cc3)nc2c1-c1ccccc1,94.5,-11.5,11.5,·,·,9.2,-0.6,100.5,·,·

# Compound profiles, from the list above. Screens in order: STAT3 activator, APP 5'UTR act, APP 5UTR inh, NF-kB neuron act, FLuc act counter, STAT3 blocker, STAT1 blocker, STAT1 activator, FLuc inh counter, ROMK mod
# CCOCCn1c(SCc2c(F)cccc2Cl)nc2c1c(=O)[nH]c(=O)n2C is listed with 85.9, -7.0, 7.0, 1.14, 1, 19.7, 7.4, 93.2, -3.8, 0.303
# O=C(C1CCN(S(=O)(=O)c2cccs2)CC1)N1CCN(c2ccccc2)CC1 is listed with 110.4, -7.2, 7.2, 0.94, 1, -8.7, -2.2, 102.0, 1.2, -0.142
# COC(=O)c1[nH]c2cccc(OC)c2c1NC(=O)CN1CCC(C(N)=O)(N2CCCCC2)CC1 is listed with 103.8, 0.3, -0.3, 0.88, 1, -0.8, -0.3, 100.2, -2.0, 0.341
# Cc1noc(C)c1C(=O)N1CCCc2ccccc21 is listed with 96.1, -9.0, 9.0, 1.13, 1.1, 8.4, 2.5, 97.7, -10.3, ·

# Next structures.
SMILES,STAT3 activator,APP 5'UTR act,APP 5UTR inh,NF-kB neuron act,FLuc act counter,STAT3 blocker,STAT1 blocker,STAT1 activator,FLuc inh counter,ROMK mod
CCc1nc(N[C@@H](CC(C)C)C(=O)O)c2oc3ccccc3c2n1,102.7,8.3,-8.3,1.42,1.1,1.1,-5.4,104.9,-6.7,·
CCCOc1ccc(OCCNC2CCCC2)cc1,106.4,1.1,-1.1,1,1,-3.0,-6.4,105.8,-2.9,0.319
Cc1nc2ccc3nc(NC(=O)c4ccc5c(c4)OCCO5)sc3c2s1,82.2,-0.4,0.4,1.74,0.9,23.1,-4.5,104.2,10.0,·
CC(=O)N1CCN2C(=O)C1CCCC(=O)c1cc(C(C)C)ccc12 (configuration not stated),100.8,3.0,-3.0,1.17,1.1,1.2,-0.8,102.4,-9.2,-0.764
CCCn1nnc(NC(=O)c2cccc(OCC(C)C)c2)n1,106.2,22.6,-22.6,1.48,1,-0.7,-8.7,108.7,0.0,·
O=C(CCSc1ccccc1)Nc1nnc(-c2ccccc2)o1,104.4,5.5,-5.5,1.01,1.1,3.6,-2.2,102.0,-7.5,·
C=CCN=C1CC(C)(C)CC(=O)/C1=C(\O)c1ccccc1,99.1,2.8,-2.8,1.01,1.1,1.5,-3.3,103.0,-6.6,·
COc1ccccc1N1CCN(C(=O)CN(c2ccc(C)c(C)c2)S(C)(=O)=O)CC1,97.4,-11.9,11.9,1.19,1.1,7.5,1.6,98.5,-7.8,1.24
CN1CCN(C(=O)CNc2ccc(C(F)(F)F)cc2[N+](=O)[O-])CC1,161.8*,3.9,-3.9,0.93,1,-73.6,0.3,98.3,-3.9,-1.3
c1ccc(CCn2c3ccccc3c3nnc(SCc4ccc5nonc5c4)nc32)cc1,94.7,1.1,-1.1,1.58,1,9.7,0.3,99.7,1.2,-0.803
CN(c1ccc(C(=O)NCc2cccs2)cc1)S(=O)(=O)c1ccccc1,103.0,1.9,-1.9,1.03,1,1.2,3.2,95.8,0.7,-1.67
O=C(/C=C/c1ccccc1)NC(NC(=S)Nc1cccc(O)c1)C(Cl)(Cl)Cl (configuration not stated),104.2,1.1,-1.1,0.92,1,-7.7,1.0,99.1,-2.7,-1.26
CNC(=S)N/N=C/c1cc(C)ccc1C,87.8,6.0,-6.0,1.09,1,21.5,-4.0,102.4,-2.6,-0.701
CC(C)(C)c1ccc(/C=C/C(=O)N2CCCCC2)cc1,122.2,109.9,-109.9,4.37*,0.7,-20.4,-77.5,168.7*,27.6,0.258
CCCCC(=O)N/N=C(C)/C=C/c1ccccc1F,99.5,17.7,-17.7,1.17,1,6.2,45.3*,57.6,1.4,-0.897
Cc1ccc(S(=O)(=O)Nc2ccc(=O)n(Cc3ccc(Cl)c(Cl)c3)c2)cc1,103.1,1.5,-1.5,0.85,1,7.8,11.4,89.7,-2.4,·
O=C(O)C1=NOC(CNC(=O)c2ccccc2Cl)C1 (configuration not stated),110.5,-1.2,1.2,1.06,1.1,-3.2,-6.3,106.1,-7.0,-0.9
CCOC(=O)N1CCN(C2=CC(=O)OC23CCCCC3)CC1,99.7,-6.6,6.6,1.38,1,9.2,-2.3,102.1,1.9,1.86
O=C(CSc1nc(-c2ccco2)cc(C(F)(F)F)n1)Nc1ccc2c(c1)CCC2,97.1,8.3,-8.3,1.25,1,6.6,-9.7,108.9,-2.9,·
Clc1ccc(-n2nnnc2SCc2cn3ccccc3n2)cc1,99.7,9.2,-9.2,0.99,1.1,0.5,-8.1,107.4,-6.0,-1.02
CCc1c(C)nc(Nc2nc(C)c3ccc(OC)cc3n2)[nH]c1=O,90.5,-2.8,2.8,0.52,1,16.5,-20.2,118.7,0.7,0.00864
COc1ccccc1C(=O)O/N=C(/C)c1ccc(N2C(=O)C3CCCCC3C2=O)cc1 (configuration not stated),87.5,13.2,-13.2,1.14,1,16.1,-3.7,103.3,0.5,·
Cn1c(=O)c2ncn(CC(=O)Nc3ccc(N4CCOCC4)cc3)c2n(C)c1=O,100.0,0.6,-0.6,1.86,1,5.9,-3.9,103.6,-3.3,1.39
C#CCSc1nnc(-c2cccc3ccccc23)o1,121.2,7.7,-7.7,·,·,-16.9,-9.9,109.1,·,-0.0123
O=[N+]([O-])c1cc(S(=O)(=O)N2CCCC2)ccc1N/N=C/c1ccncc1,99.8,2.8,-2.8,1.17,1,3.9,-0.1,100.1,-2.1,-0.673
COc1cc(/C=N/NC(=O)CCc2c(C)n[nH]c2C)cc(OC)c1OC,101.5,-0.9,0.9,1.06,1,-0.6,0.4,101.2,2.7,0.569
N#CC(C#N)=C1C=CC=CN1/C(=C\c1ccco1)C(=O)c1ccc(Cl)cc1,104.2,-95.9,95.9*,1.27,1,-4.8,-23.2,120.3,-3.3,-2.98*
COc1ccc(NC(=O)/C(C#N)=C/c2c(C)nn(-c3ccc(F)cc3)c2Cl)cc1Cl,93.8,6.0,-6.0,0.96,1,9.4,7.7,93.1,-4.3,0.197
COc1cc(C2C(C(C)=O)=C(C)Nc3ncnn32)ccc1O (configuration not stated),101.3,-7.1,7.1,1,1.1,3.5,-8.0,107.3,-9.2,0.372

# Compound activity from PubChem BioAssay.
